# Screening results deposited in PubChem BioAssay by several laboratories.
# human PMI inhibitors – MPI inhibition at elevated mannose 6-phosphate – biochemical, fluorescence intensity, high mannose 6-phosphate, primary screen (AID 1220) | one-dose inhibition, % at 20 µM; IC50 in µM for titrated hits | actives 0.66% (n = 190,000) | recombinant PMI enzyme, coupled fluorescence intensity; higher % means a stronger effect
# TNAP activators – human TNAP enzyme activators, primary screen, biochemical, luminescent, no phosphate acceptor, uHTS (AID 1001). purified TNAP, luminescent activation assay, no phosphate acceptor; higher activation fold means a stronger effect. activation fold at 20 µM; hits with a dose series show EC50 in µM. actives 0.03% (n = 200,000); in the data active means activation fold from about 3, or a potency from the dose series; inactive means the rest, 99 in 100 with activation fold below about 1.6; further: many of its hits are not listed in these tables
# human PMI inhibition – MPI enzyme activity inhibition – biochemical, fluorescence intensity, coupled assay, primary screen (AID 1209) | purified PMI enzyme, coupled fluorescence intensity; higher % means a stronger effect | actives 0.42% (n = 190,000) | inhibition, % at 20 µM, or IC50 in µM where a hit was titrated;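 further: plate controls were DMSO vehicle for no effect and wells lacking substrate for full effect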
# bCat nuc transl – beta-catenin nuclear translocation modulation; HeLa beta-catenin nuclear translocation, immunofluorescence imaging; nuclear translocation activity, % at 5 µM; actives 0.3% (n = 190,000); AID 1665;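 active means nuclear translocation activity above 50% at 5 µM, with a well cell count of 50 or more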;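 further: per-cell ratio of nuclear to cytoplasmic median beta-catenin stain intensity; plate controls were DMSO negative control for no effect and GSK-3 inhibitor IX positive control for full effect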
#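 Read-out: Nuclear/cytoplasmic beta-catenin signal ratio, % activation | Assay system: Human HeLa cell line | Times: 24 h compound exposure at 37°C, 5% CO2 | Signal: Fluorescence imaging of beta-catenin antibody stain plus DAPI | Dosing: 5 µM primary, 0.02–20 µM confirmation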
# T cell HTS – T cell immune modulators affecting CD8 T cell-vesicle binding | 2C CD8+ T cell-vesicle binding, flow cytometry; active compounds read low | calls only at 7 µM | actives 0.068% (n = 330,000) | AID 2052;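 active means response, share of CD8 T cells binding vesicles, and their 90th percentile fluorescence all below set limits, cut at about 80% in these data, passing the limit was not always enough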
#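 Read-out – percent CD8+ FL2 mean versus row control · System – murine 2C transgenic CD8+ T lymphocytes · Times – 1.5 h cell–vesicle binding at 37 °C, then 20 min icy labelling · Control set – naked vesicles low, QL9 vesicles with vehicle high · Detection – cytometric PE anti-B7-1 and Alexa647 anti-CD8 signals after 1% paraformaldehyde fixation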
# MT stabilizer – microtubule stabilizers in HeLa cells. % tubulin-high responders, % at 10 µM. HeLa tubulin immunostaining HCS, 24 h; share of cells brighter than vehicle mean+2SD. AID 2205. actives 0.83% (n = 200,000);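 active means plate Z-score above 3 for both tubulin-high and condensed-nucleus cell shares, with cell loss under 80%, at 10 µM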;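 further: anti alpha tubulin signal scored within the nucleus-defined area of each cell; some results filed as inactive read as strong as hits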
# Autophagy HCS – modulators of autophagy | MEF GFP-LC3 puncta imaging; test concentration mostly 10 µM | calls only at 10 µM (by protocol) | actives 0.98% (n = 190,000);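 active means percentage of spot-positive cells more than 3 SD above its plate mean, without a fluorescence outlier flag or 80% toxicity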;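 further: spot-positive cell cutoff set from DMSO-treated cells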
# Lipid droplet – modulators of hepatic lipid droplet formation | AML12 mouse hepatocytes, oleate lipid droplets, BODIPY imaging | inhibition, % at 6.5 µM | actives 0.4% (n = 240,000);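 active means lipid droplet intensity inhibited by at least 50%, with more than 500 cells counted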
#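 Material: mouse AML12 hepatocyte cell line, fixed after treatment; Timing: compound with oleate, overnight; Technique: high-content imaging of BODIPY-stained droplets and DAPI nuclei; Probe or stimulus: oleate, 100 µM final; Dosing: compound at 6.5 µM only.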
# Insulin prom up – MIN6 insulin promoter up-regulation | MIN6 insulin promoter-GFP reporter, high-content imaging; active compounds read high | z-score at 5 µM | AID 1625 | actives 0.3% (n = 190,000);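 active means z-score above 3 at 5 µM with at least 500 cells counted in the well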
# Insulin prom up cell count – also measured in Insulin prom up; calls as there; cell count; measured here: cytotoxicity, nuclei count;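 total cells summed across four imaged fields per well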
# Lipid droplet cells 6.5 µM – second read-out of Lipid droplet, no call of its own (marks repeat the call); cell count; measured here: cell count, cytotoxicity flag;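 cells counted across two imaged fields per well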
# bCat nuc transl cell count 5 µM – also measured in bCat nuc transl; calls as there; cell count; measured here: cell count, cytotoxicity flag
# T cell HTS vesicle-bound % – further read-out of T cell HTS, marked with its call; double positive events, %; measured here: CD8+ vesicle-bound cell fraction;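 binding gate set so that unloaded-vesicle control wells show 10% double positive cells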
# MT stabilizer Hoechst-high % – also measured in MT stabilizer; calls as there; % Hoechst-high responders; measured here: nuclear condensation Hoechst responders;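 share of cells brighter than vehicle mean plus two SD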
# MT stabilizer cytotoxicity % – recorded beside MT stabilizer, whose call it bears; toxicity, %; measured here: cytotoxicity by cell density;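 0% = mean cell density of plate MIN control wells and 100% = no cells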
# Autophagy HCS cell loss 18 h – also measured in Autophagy HCS; calls as there; toxicity, %; measured here: cell loss, nuclei count;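 cell loss after 18 h compound exposure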
# * marks the source's active call; other numbers are inactive results; i = inactive; . = not tested or not shown. Unless noted, no stated cut-off is given here; in the data, active means inhibition above about 50%; inactive means the rest.
cpd	Structure	human PMI inhibitors	TNAP activators	human PMI inhibition	bCat nuc transl	bCat nuc transl cell count 5 µM	T cell HTS	T cell HTS vesicle-bound %	MT stabilizer	MT stabilizer Hoechst-high %	MT stabilizer cytotoxicity %	Autophagy HCS	Autophagy HCS cell loss 18 h	Lipid droplet	Lipid droplet cells 6.5 µM	Insulin prom up	Insulin prom up cell count
1	COc1ccc(/C=C2\C(=O)N(Cc3ccc(F)cc3)CC(=O)N2Cc2ccccc2)cc1	15.5%	1.1	16.4%	0.5	1095	i	57.4	1.7	1.8	8.1	i	5.5	-15.2	612	-0.48	1941
2	O=C(c1cccs1)N1CCN(CCc2ccccc2)CC1	-1.8%	1	-3.1%	-1.4	1111	i	12.4	4.5	1.8	5.9	i	1.2	0.6	690	-0.32	1224
3	CCOc1ccc(C(=O)Nc2nc3ccccc3[nH]2)cc1OCC	-5.2%	1.5	-2.3%	-2.0	1038	i	35.3	2.7	1.6	10.8	i	22.6	11.7	705	-2.2	931
4	Cc1cnc(NC(=O)C2COc3ccccc3O2)s1 (stereo not given)	5.5%	1.1	12.6%	-2.0	1443	i	35.6	3.4	1.5	5.7	i	-1.3	.	.	0.01	1388
5	CN=c1scc(-c2ccc(Cl)cc2)n1C	-20.6%	1.1	-9.7%	-0.9	1074	i	45.5	7.1	1.9	8.1	i	1.7	20.4	661	-0.27	1539
6	COc1ccc(C2C(C(C)=O)=C(O)C(=O)N2c2ccc(Br)cn2)cc1 (stereo not given)	8.1%	1.1	11.9%	-0.2	1329	i	49.0	3.6	1.6	3.7	i	10.1	.	.	0.54	1574
7	CN1CCN(Cc2c(C#N)c3ccccc3n2C)CC1	-9.6%	1.1	-2.9%	1.3	783	i	20.4	2.7	2.4	6.3	i	-3.9	.	.	.	.
8	CCOC(=O)c1cc2c(C)n(-c3ccc(OCC)cc3)c(C)c2ccc1=O	-38.5%	1	-22.8%	.	.	i	40.3	1.6	1.2	7.2	i	-19.4	.	.	.	.

# Continued; it opens with the two that closed the last part.
cpd	Structure	human PMI inhibitors	TNAP activators	human PMI inhibition	bCat nuc transl	bCat nuc transl cell count 5 µM	T cell HTS	T cell HTS vesicle-bound %	MT stabilizer	MT stabilizer Hoechst-high %	MT stabilizer cytotoxicity %	Autophagy HCS	Autophagy HCS cell loss 18 h	Lipid droplet	Lipid droplet cells 6.5 µM	Insulin prom up	Insulin prom up cell count
7	CN1CCN(Cc2c(C#N)c3ccccc3n2C)CC1	-9.6%	1.1	-2.9%	1.3	783	i	20.4	2.7	2.4	6.3	i	-3.9	.	.	.	.
8	CCOC(=O)c1cc2c(C)n(-c3ccc(OCC)cc3)c(C)c2ccc1=O	-38.5%	1	-22.8%	.	.	i	40.3	1.6	1.2	7.2	i	-19.4	.	.	.	.
9	Cn1c2ccccc2c2nn(-c3ccccc3)c(=O)cc21	-4.8%	1.1	-4.7%	-2.7	1184	i	42.6	2.5	1.8	3.6	i	12.7	.	.	0.23	1254
10	CC(C)OCCCN1C(=O)c2[nH]nc(-c3ccccc3O)c2C1c1cccc(Cl)c1 (stereo not given)	14.7%	1.1	14.9%	-8.0	1214	i	34.4	16.0	7.4	33.3	i	13.3	-0.6	694	0.05	1224
11	CC(c1ccccc1)N1CCN(C(=O)CCl)CC1 (stereo not given)	-12.3%	1.1	-19.0%	2.9	1028	i	6.3	3.1	3.6	2.4	i	6.5	5.3	624	-0.44	944
12	N#CCCn1cc(C(=O)N2CCCCC2)c(-c2ccc([N+](=O)[O-])cc2)n1	-0.7%	1.1	1.5%	-2.4	1006	i	29.9	2.2	1.0	8.3	i	-5.1	3.5	628	-0.25	1597
13	CCOc1ccc(C(=O)NC(C)C2COc3ccccc3O2)cc1 (stereo not given)	10.2%	1.1	12.2%	-4.2	997	i	30.5	2.8	1.1	14.6	i	-10.0	8.7	685	-1.09	1675
14	Cc1ccc(CCNS(=O)(=O)c2ccc(C)cc2)cc1	6.4%	1	5.0%	-4.3	961	i	35.9	2.8	2.0	5.1	i	-17.0	.	.	0.41	1280
15	CCn1nc(NS(=O)(=O)c2ccccc2)c2cc3cccc(C)c3nc21	8.4%	1	17.0%	3.8	1144	i	33.3	3.1	1.9	6.2	i	11.5	-1.7	787	0.2	1341
16	O=C1c2oc3ccc(Br)cc3c(=O)c2C(c2cccc(F)c2)N1CCO (stereo not given)	7.4%	1.2	0.1%	1.0	945	i	35.1	6.5	3.7	5.6	i	-14.2	.	.	-0.16	1182
17	CC(=O)c1cccc(NC(=S)NC(=O)c2cccc(C)c2)c1	12.8%	0.9	9.1%	.	.	i	36.4	4.9	2.2	2.7	i	2.4	3.7	720	-0.23	1381
18	O=C1OC(C(=O)Nc2ccccc2)Cc2ccccc21 (stereo not given)	-3.9%	1.1	3.2%	1.8	1045	i	37.0	2.3	2.3	7.4	i	5.7	9.4	715	0.11	1098
19	CCn1nc(C(=O)Nc2ccccc2C)c(Cl)c1Cl	6.1%	1	-0.8%	.	.	i	40.7	2.5	1.7	3.6	i	-33.1	.	.	.	.
20	O=C(OCCCCN1C(=O)c2ccccc2C1=O)c1n[nH]c2ccccc12	4.5%	0.8	0.7%	0.6	1011	i	57.5	3.0	2.5	3.9	i	1.3	-17.0	598	0.77	1859
21	S=c1[nH]ccn1Cc1ccccc1	-11.7%	1.4	3.8%	-1.7	1076	i	53.8	4.2	2.2	10.2	i	-9.0	17.7	717	0.54	1283
22	O=C(NCc1ccccn1)C12CC3CC(CC(C3)C1)C2	4.5%	1.1	12.3%	0.6	1051	i	58.8	3.6	1.0	6.7	i	-17.3	-0.5	687	-1.19	1525
23	COc1ccc(-c2nc(CSCC(=O)N3CCc4ccccc4C3)c(C)o2)cc1OC	-9.9%	1.2	9.3%	-0.5	1063	i	57.0	3.8	3.2	6.4	i	-5.0	-0.8	699	0.6	2020
24	O=C(Cn1nc2n(c1=O)-c1ccccc1SC2)N/N=C/c1ccncc1	.	.	.	0.0	1275	i	56.8	.	.	.	.	.	13.3	766	-0.22	1070
25	Cc1ccc(-n2nnnc2-c2cnc(-c3cccnc3)nc2C(F)(F)F)cc1	-4.6%	1.1	-2.6%	-3.5	1312	i	11.3	2.2	2.1	5.0	i	0.4	8.6	794	-0.67	841
26	CCCCN(C)C(=O)c1sc2ncn(CC)c(=O)c2c1C	-2.2%	1.1	-0.2%	-5.9	1283	i	27.3	2.2	1.3	4.6	i	-5.3	5.8	721	-0.15	1274
27	O=C(CSc1nc2ccccc2c(=O)n1Cc1ccco1)NCCN1C(=O)CSC1=O	.	.	.	-0.1	1323	i	45.8	.	.	.	.	.	-22.7	730	-0.13	1469
28	O=C(c1ccccc1Br)N1CCn2c1nc1ccccc12	-4.0%	1	-6.2%	-1.4	982	i	10.2	6.4	1.9	2.5	i	17.7	0.3	664	1.25	1638
29	COc1ccccc1-n1c(CNC(=O)COc2ccccc2)n[nH]c1=S	0.4%	0.9	4.2%	-8.7	1119	i	36.0	1.2	1.4	8.1	i	-3.4	-17.0	740	.	.
30	CC(=NCCCNC1CCCCC1)C1=C(O)CC(C)(C)CC1=O	0.2%	1.1	5.7%	-1.0	1098	i	50.6	2.2	0.3	18.7	i	-7.0	-0.1	754	0.92	1057
31	CCc1c(-c2ccccc2)nc2sc3c(c2c1N)CCCC3	.	.	.	0.4	1240	i	20.6	.	.	.	.	.	-6.4	731	-0.18	1053
32	COc1cc2nc(CN(C)Cc3ccc(Cl)cc3)[nH]c(=O)c2cc1OC	1.1%	1.1	5.6%	-0.9	1074	i	51.0	2.7	4.1	0.1	i	2.5	-3.9	682	0.8	1228
33	CCOC(=O)C1=C(c2ccccc2)Nc2ncnn2C1c1cccc(OC)c1OC (stereo not given)	6.5%	1.1	11.2%	-0.2	1041	i	31.2	2.9	2.0	4.4	i	-1.8	-2.4	669	0.12	1337
34	O=C(O)c1cccc(N2C(=O)c3ccc(C(=O)c4cccc([N+](=O)[O-])c4)cc3C2=O)c1	.	.	.	0.3	1359	i	15.1	.	.	.	.	.	0.9	749	0.78	881
35	COc1ccc(C2SCC(=O)N2CCCN(C)C)cc1 (stereo not given)	3.2%	1.1	1.9%	-3.7	1138	i	11.5	0.5	3.0	19.1	i	2.0	0.6	773	0.79	800
36	CC(=O)Nc1cccc2c1C(=O)N(c1ccc(OC(C)=O)cc1)C2=O	-3.2%	1.1	2.3%	0.5	1461	i	22.0	3.9	1.6	11.3	i	-19.9	3.7	737	0.73	1501
37	CC(CO)N1CCS(=O)(=O)CC1 (stereo not given)	-0.1%	1.2	-2.0%	-16.6	1225	i	14.5	3.4	1.9	7.7	i	1.3	8.2	763	.	.
38	CCOC(=O)CC(=O)CSc1ncnc2c1nnn2-c1ccc(OC)cc1	-15.1%	1.3	-9.0%	0.0	1081	i	15.5	1.1	1.8	1.6	i	29.6	-16.6	667	0.11	1334
39	CCOC(=O)C1=C(C)OC(N)=C(C#N)C1c1cc2ccccc2nc1N1CCCCC1 (stereo not given)	18.9%	1.1	-4.8%	-9.2	1141	i	12.3	5.6	1.9	1.9	i	8.2	-8.3	676	.	.
40	CCC(C)NC(=O)C(CCSC)NC(=O)c1ccccc1 (stereo not given)	1.0%	1	-9.5%	.	.	i	42.0	2.4	2.2	3.5	i	-5.6	-0.7	780	0.21	997
41	CCOC(=O)c1cn2cccnc2n1	8.2%	1.1	8.3%	.	.	i	42.1	1.8	2.0	10.8	i	2.7	22.0	777	-0.4	860
42	c1ccc(-c2nc3cnccn3c2Nc2ccc3c(c2)OCCO3)cc1	19.9%	1.1	7.6%	0.6	558	i	17.2	2.9	1.6	2.4	i	-0.9	-2.4	729	.	.
43	O=C1C2CC=C(Cl)CC2C(=O)N1CCN1CCOCC1 (stereo not given)	-12.9%	1.2	-10.4%	.	.	i	16.9	1.8	1.3	2.2	i	23.3	15.0	775	-0.77	931
